# hcDAF-12 act: H. contortus DAF-12 activation, primary screen; 370,000 compounds, 1.4% hits; HEK293 hcDAF-12 lit1-tk-luc reporter, luminescence; 0% DMSO, 100% Δ7-dafachronic acid; AID 652067; activation, % at 6.8 µM;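 active means activation above the mean of all tested compounds plus 3 SD, cut at about 5.5% in these data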;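 further: 100% = response to 3 µM Δ7-dafachronic acid high control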
# GAA850 FXN act: increases GAA850 frataxin promoter reporter activity; HEK293 lucGAA850 FXN promoter luciferase reporter, 24 h; percent of 10 µM SAHA response; 360,000 compounds, 0.56% hits; activation, % at 6 µM;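 active means activation above the average of all compounds screened plus 3 SD, cutoff fixed separately per campaign, cut at about 7.5% in these data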;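 further: 0% = DMSO wells and 100% = 10 µM SAHA wells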
# ADAM10 inh: inhibits human ADAM10 | recombinant ADAM10, EDANS/DABCYL FRET peptide cleavage, 3 h | inhibition, % at 7 µM | 370,000 compounds, 0.62% hits | AID 720582;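 active means inhibition above a per-campaign cutoff equal to the mean of compounds falling between control-based bounds plus 3 SD, cut at about 20% in these data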;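 further: 0% = DMSO wells while the 100% control is not disclosed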
# Target sequence (O14672 214-748 limits assumed): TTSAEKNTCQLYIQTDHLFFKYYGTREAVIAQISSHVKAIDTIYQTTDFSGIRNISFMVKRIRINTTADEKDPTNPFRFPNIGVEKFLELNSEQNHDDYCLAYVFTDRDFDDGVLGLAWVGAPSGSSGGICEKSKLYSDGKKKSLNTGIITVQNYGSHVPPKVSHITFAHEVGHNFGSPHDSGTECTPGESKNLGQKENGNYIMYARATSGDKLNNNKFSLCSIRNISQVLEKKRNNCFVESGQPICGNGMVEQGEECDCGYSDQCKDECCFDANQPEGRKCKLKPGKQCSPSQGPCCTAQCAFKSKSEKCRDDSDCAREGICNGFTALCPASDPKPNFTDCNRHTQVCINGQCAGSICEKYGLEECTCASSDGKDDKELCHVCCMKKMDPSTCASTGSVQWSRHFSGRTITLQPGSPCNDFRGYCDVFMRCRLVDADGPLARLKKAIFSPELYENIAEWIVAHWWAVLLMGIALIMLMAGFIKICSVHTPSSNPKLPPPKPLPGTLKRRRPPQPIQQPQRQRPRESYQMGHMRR
# DAX1 inh-1: inhibitors of human orphan nuclear receptor DAX1 (NR0B1). 340,000 compounds, 0.99% hits. HEK293 Gal4-DAX1 luciferase reporter, luminescence. P51843. AID 504766. inhibition, % at 6.75 µM;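 active means inhibition above the mean over all tested compounds plus 3 SD, cut at about 4.2% in these data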;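 further: 0% = DAX1-transfected cells with DMSO and 100% = empty-vector control cells with DMSO; inhibition shows as a rise in luminescence from relieved DAX1 repression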
# PLC-beta3 inh: PLC-beta3 (human) inhibition, primary screen; Q01970; Purified PLC-beta3, fluorogenic substrate, fluorescence; inhibition, % at 12.2 µM; 370,000 compounds, 0.18% hits; AID 720704; in the data active means inhibition above about 11%;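 further: 0% = median of compound wells on plate and 100% = full blocker control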
# ADAM17 inh: inhibitors of human ADAM17; P78536; inhibition, % at 6.95 µM; AID 720648; 370,000 compounds, 0.83% hits; recombinant ADAM17, EDANS/DABCYL FRET peptide cleavage;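 active means inhibition above the mean of compounds lying between control limits plus 3 SD, set per campaign, cut at about 8.5% in these data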;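 further: 0% = DMSO-only wells as the low control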
# hgDAF12 agonist: agonists of H. glycines DAF-12 nuclear receptor; AID 687014; HEK293 GAL4-hgDAF12 UAS-luciferase reporter, agonist luminescence; normalized to butyrate control; 370,000 compounds, 1.8% hits; activation, % at 6.8 µM;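 active means activation above a cutoff set at the mean of all screened compounds plus 3 SD, cut at about 10% in these data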;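 further: 0% = DMSO wells and 100% = sodium butyrate wells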
# sPLA2-III inh: Inhibits HGIII-sPLA2 liposome hydrolysis, primary screen. QFRET BODIPY PC-A2 liposome hydrolysis, fluorescence. 370,000 compounds, 0.56% hits. inhibition, % at 12.2 µM. Q9NZ20;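 active means inhibition above mean plus 3 SD of compounds lying within the high and low control bounds, cut at about 19% in these data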;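 further: 0% = median of test compound wells and 100% = no enzyme DMSO wells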
# Target sequence (Q9NZ20 whole entry, looked up): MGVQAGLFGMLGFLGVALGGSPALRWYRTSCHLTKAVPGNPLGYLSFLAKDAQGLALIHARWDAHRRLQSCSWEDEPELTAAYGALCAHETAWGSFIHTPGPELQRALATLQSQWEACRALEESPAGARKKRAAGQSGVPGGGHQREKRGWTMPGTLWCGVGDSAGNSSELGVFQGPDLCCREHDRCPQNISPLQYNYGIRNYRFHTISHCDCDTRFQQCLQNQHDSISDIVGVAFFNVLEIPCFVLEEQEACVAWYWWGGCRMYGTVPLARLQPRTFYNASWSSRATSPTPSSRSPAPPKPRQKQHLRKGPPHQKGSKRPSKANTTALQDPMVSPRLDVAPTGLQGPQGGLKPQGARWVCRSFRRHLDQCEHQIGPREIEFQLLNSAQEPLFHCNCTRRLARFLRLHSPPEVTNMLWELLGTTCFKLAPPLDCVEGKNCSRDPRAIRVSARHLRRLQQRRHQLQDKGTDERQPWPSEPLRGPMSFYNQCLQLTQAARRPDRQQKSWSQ
# DAX1 inh-2: blocks DAX1 repression of SF-1 activated StAR promoter. AID 652010. inhibition, % at 6.8 µM. HEK293T StAR-luciferase reporter, SF-1/DAX-1 repression relief. 370,000 compounds, 1.1% hits;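 active means inhibition above the mean over all tested compounds plus 3 SD, cut at about 3.6% in these data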;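 further: 0% = DAX-1 cells with DMSO and 100% = cells lacking DAX-1 with DMSO; higher inhibition means more luminescence from relief of DAX-1 repression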
# PLCg1 inh: blocks human PLC-gamma1 enzyme activity; AID 720700; P19174; inhibition, % at 12.2 µM; 370,000 compounds, 0.84% hits; purified PLC-gamma1, fluorogenic substrate, fluorescence; in the data active means inhibition above about 9.5%
# ssDAF-12 act: activates DAF-12 receptor from parasite S. stercoralis. 370,000 compounds, 1% hits. HEK293 ssDAF-12/GRIP1 lit1-tk-luc reporter, luminescence; % of 3 µM dafachronic acid response. activation, % at 6.8 µM;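 active means activation above the mean over all tested compounds plus 3 SD, cut at about 0.9% in these data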;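 further: 0% = DMSO-only wells and 100% = 3 µM delta7-dafachronic acid wells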
# Starred values were filed as active, the others as inactive; i = inactive; nt = not tested or not shown.
SMILES,hcDAF-12 act,PLCg1 inh,hgDAF12 agonist,DAX1 inh-1,ADAM17 inh,sPLA2-III inh,DAX1 inh-2,PLC-beta3 inh,ADAM10 inh,GAA850 FXN act,ssDAF-12 act
O=C(O)CCC(=O)Nc1ccc(-c2csc(Nc3cccc4ccccc34)n2)cc1,1.4,-16,-0.6,0.2,-5,-18,1.5,-25,-47,0.1,-0.3
CC1CCCCC12NC(=O)N(CC(=O)OCc1ccc(Br)cc1)C2=O (centres undefined),-1.1,0,-2.3,-0.2,-2,6,-0.5,-9,-5,1.2,-0.9
COCCN(C(=O)COC(=O)COc1ccc(Cl)c(C)c1)c1c(N)n(Cc2ccccc2)c(=O)[nH]c1=O,-2.1,3,0.6,-0.1,-4,-11,1.2,-8,4,-0.6,-0.9
Cc1cc(C)nc(N2CCC(C(=O)NNC(=O)Cc3ccccc3)CC2)n1,-2.8,-3,-1.6,2.2,-14,6,0.0,-15,-15,-1.1,-0.8
COc1ccc(-c2cc(Nc3ccccc3NC(=O)C(F)(F)F)n(CCC#N)n2)cc1,-0.1,-12,-0.7,-1.5,1,-4,-0.4,-15,3,-1.0,-1.6
COc1ccc(CCNC(=O)c2ccc(N3CCCC3=O)cc2)cc1OC,0.2,-4,-1.0,0.7,-2,-2,-0.1,2,0,0.6,-0.6
O=C(Nc1ccnn1C1CCN(C/C=C/c2ccccc2)CC1)C1CCCC1,0.2,-1,-0.8,0.2,0,-3,0.1,-6,-2,-1.7,-0.9
C=CCNC(=O)c1c(N)n(-c2ccc3c(c2)OCO3)c2nc3ccccc3nc12,0.0,-40,1.4,-0.7,-17,1,-0.2,-55,-52,2.6,-0.7
COP(=O)(OC)c1nc(-c2cccc3ccccc23)oc1N1CCOCC1,1.2,i,-1.4,-1.0,i,-9,-0.8,i,i,2.1,-1.0
O=C(NNC(=S)NC(=O)c1ccc(Br)cc1)c1ccc([N+](=O)[O-])cc1,0.3,-30,-0.6,-0.2,2,3,0.4,-48,-18,1.2,-0.7
COc1cccc(NC(=O)CN2CCC(NC(=O)c3ccccc3C)CC2)c1,-0.5,-1,0.0,0.1,-5,1,-0.9,0,-12,0.1,-1.2
C[C@H](CO)N1C[C@H](C)[C@H](CN(C)C(=O)C2CC2)OCc2cnnn2CCCC1=O,-1.8,3,0.8,0.1,1,9,-0.1,0,-1,1.4,-1.1
CC(NC(=O)CC1CCCCC1)c1ccccc1 (centres undefined),-2.2,-1,-1.7,3.0,0,11,-0.3,-5,-9,0.7,-1.1
COC(=O)c1cn(-c2ccc(F)cc2)c(=O)c2ccccc12,3.5,-1,1.6,-0.9,-4,-1,-0.1,-4,-9,2.2,-1.6
O=c1c2[nH]c3ccccc3c2ncn1Cc1ccccn1,1.6,4,1.9,-0.9,-5,1,-0.4,4,-22,-0.2,-0.1
Cc1scc(C(=O)NNC(=S)NCC2CCCO2)c1C (centres undefined),-0.5,1,-0.3,1.9,0,7,0.9,3,4,-0.1,-1.2
COCCCNC(=S)NNC(=S)Nc1ccc(OC)cc1,-0.7,2,-2.3,nt,3,-3,-0.4,-3,3,1.2,-1.5
O=C(Nn1cnc2ccccc2c1=O)c1c(F)cccc1F,-0.1,-1,-0.4,0.7,-1,6,-0.3,-2,-9,3.1,-1.7
CCCCOC(=O)c1ccc(NC(=O)Nc2ccc(OC)c(OC)c2)cc1,-0.5,-1,3.3,0.8,12*,-51,-1.0,-3,18,0.2,-1.0
Cc1ccc(-c2ccc(SCC(=O)c3ccccc3)nn2)cc1,2.9,-6,8.1,2.0,0,-19,1.9,-9,-3,4.5,-1.2
COc1cc(C(=O)Nc2ccc(C(F)(F)F)cc2)ccc1OCC(=O)N1CCOCC1,-1.2,2,0.5,2.1,1,5,0.3,-9,-12,2.0,-0.7
CC1(C)C2([N+](=O)[O-])CN3CC1([N+](=O)[O-])CN(C2)C3c1ccccc1 (centres undefined),0.3,2,0.1,-0.3,-1,-2,-0.2,-2,-8,-0.1,-1.8
CC1CN(CCC(=O)Nc2ccc3c(c2)CCC3)CC(C)O1 (centres undefined),-1.2,-1,0.8,-1.0,-4,-3,0.2,-1,6,3.2,-1.2
CCCCn1c(=O)c(CCC(=O)OCC(=O)NC(=O)NCCOC)nc2ccccc21,-0.8,-16,-2.6,-1.1,-41,-3,0.9,-20,-118,0.5,-1.5
COc1ccc2cc(Br)ccc2c1CC(=O)NCCCN1CCOCC1,-3.3,1,-2.1,-0.8,-3,5,-1.3,-10,-2,1.4,-1.1
O=C(N/C(=C\c1ccc(Br)cc1)C(=O)N1CCOCC1)c1ccc(Br)o1,-2.6,-1,1.5,0.5,2,-4,-0.2,-8,2,-1.8,-1.2
Cc1ccccc1NC(=O)CN1C(=O)NC(C)(c2ccc3c(c2)OCO3)C1=O (centres undefined),-0.4,3,-0.3,1.1,-3,-2,-0.4,3,-1,2.0,-1.1
COc1ccc(-n2ccnc2SCC(=O)NCc2ccc(F)cc2)c(OC)c1,0.2,1,-1.4,-1.2,-8,2,0.2,-4,-7,2.0,-1.2
COc1ccc(CCNC(=O)c2csc3c2CCCC3)cc1,-1.0,0,0.8,0.0,-2,-2,-1.3,-6,2,1.7,-2.0
COc1ccc(OC)c(NC(=O)C2CCN(S(=O)(=O)c3ccc4c(c3)CC(C)N4C(C)=O)CC2)c1 (centres undefined),-0.6,3,2.3,-0.5,5,-7,-1.6,0,1,2.8,-1.8
Cc1cccc(C)c1NC(=O)CNC(=O)COC(=O)c1ccc(Cl)s1,1.2,0,0.5,-0.1,-1,4,2.1,-2,-6,0.2,-1.0
Cc1ccc(C)c(NS(=O)(=O)c2cc(C(=O)NCc3ccccn3)ccc2Cl)c1,-2.6,0,0.0,-0.7,-3,-6,-1.3,1,0,-0.6,-2.0
Cc1cc(C(=O)NCCc2ccccc2)ccc1[N+](=O)[O-],5.5,1,13*,2.7,-6,13,3.1,-5,-3,3.0,0.2
O=C(c1ccccc1)C1CC=CCC1C(=O)c1ccccc1 (centres undefined),-2.2,0,-2.4,-0.5,2,1,-3.8,3,-6,0.2,-1.3
CCCCNc1c(-c2ccc(SC(C)CC)c(OC)c2)nc2ccc(C)cn12 (centres undefined),-2.9,i,-1.0,-3.0,-298,3,-1.5,i,i,-2.2,-1.7
O=C(CCl)NC(=O)NC12CC3CC(CC(C3)C1)C2,0.9,3,-3.5,0.1,1,1,-1.3,1,1,1.7,-1.9
COC(=O)C(CC(=O)c1ccccc1)CC(=O)c1ccccc1,0.1,6,0.1,2.2,1,0,0.6,5,2,2.8,-0.5
CC1(C)CC(=O)C(C=NCCCn2ccnc2)=C(O)C1,-0.2,0,-1.1,0.7,-3,14,0.2,1,5,-0.2,-1.3
CC1=C(C(=O)N(C(C)C)C(C)C)CC(CC(=O)NCCCN(C)C)C(=O)N1CCCN1CCCC1=O (centres undefined),1.0,-2,1.9,nt,-2,6,0.7,-2,-2,nt,0.0
Cc1c(C)c(C)c(CN2CCSCC2)c(C)c1C,0.0,3,-0.3,1.9,-3,2,-0.4,-7,5,-1.9,-1.2
COc1ccccc1NC(=O)CCc1nc2ccccc2s1,-2.7,-3,2.4,0.0,-1,-3,0.3,3,-4,0.5,-1.1
C/C(=N/NC(=O)C1COc2ccccc2O1)c1ccco1 (centres undefined),-0.1,4,1.4,0.7,-1,11,-0.2,-3,-7,2.5,0.4
Cc1ccc(C)c2[nH]c(=O)c(CN(CC3CCCO3)C(=O)NC3CCCCC3)cc12 (centres undefined),0.1,-2,-3.1,0.7,-5,2,0.2,1,-10,-1.4,-0.5
Cc1ccc(N=C2c3ccccc3C(=O)C2[N+](=O)[O-])cc1C (centres undefined),3.5,-8,0.9,2.7,1,2,0.6,-11,4,1.3,-1.2
O=C(Nc1ccc(C(=O)NCc2ccccc2)cc1)C1=CSCCO1,-0.9,2,4.7,1.4,-7,3,0.4,-10,-3,1.0,-0.5
CC1CCc2c(sc(/N=C/N(C)C)c2C#N)C1 (centres undefined),1.2,9,6.0,4.7*,3,3,-0.1,0,7,4.0,-0.6
O=C(COC(=O)c1cncc(Br)c1)NC1CC1,1.0,8,3.5,0.3,0,1,0.2,3,7,-0.6,-1.3
CCOC(=O)C1(C)CCN1C(=O)c1ccco1 (centres undefined),-0.1,4,-1.2,nt,-4,0,0.8,2,-7,0.8,-1.6
O=C(N/N=C/c1sc(N2CCOCC2)nc1-c1ccccc1)c1cccc(S(=O)(=O)N2CCOCC2)c1,-3.2,-296,-16,-6.3,-5,3,-4.1,-411,-24,-5.8,-2.3
NC(=S)n1[nH]c(-c2ccc([N+](=O)[O-])cc2)c(N=Nc2ccc(O)cc2)c1=O,-1.9,0,-0.3,2.1,-6,-4,0.2,2,-3,-1.3,-1.0
O=C(NC1CCCCCCC1)NC1CCCCC1,1.1,1,10,2.2,-5,-5,1.4,1,0,6.0,-0.7
Cc1cc(C)cc(OCc2ccc(C(=O)O)o2)c1,1.1,-2,2.5,1.4,0,8,0.0,-1,8,-0.2,-1.3
Cc1cc(C)nc(SC2CCCCC2NS(=O)(=O)c2ccc(Cl)cc2)n1 (centres undefined),-3.9,-2,-3.3,-1.4,-2,1,-0.8,0,-2,-0.8,0.1
O=C1C(=O)N(CC2CCCO2)C(c2ccccc2[N+](=O)[O-])/C1=C(/O)c1ccccc1 (centres undefined),4.5,-206,3.6,0.7,-9,-1,-0.2,-232,-24,3.5,0.5

# Structural class: the entries above containing a Cl atom
SMILES,hcDAF-12 act,PLCg1 inh,hgDAF12 agonist,DAX1 inh-1,ADAM17 inh,sPLA2-III inh,DAX1 inh-2,PLC-beta3 inh,ADAM10 inh,GAA850 FXN act,ssDAF-12 act
COCCN(C(=O)COC(=O)COc1ccc(Cl)c(C)c1)c1c(N)n(Cc2ccccc2)c(=O)[nH]c1=O,-2.1,3,0.6,-0.1,-4,-11,1.2,-8,4,-0.6,-0.9
Cc1cccc(C)c1NC(=O)CNC(=O)COC(=O)c1ccc(Cl)s1,1.2,0,0.5,-0.1,-1,4,2.1,-2,-6,0.2,-1.0
Cc1ccc(C)c(NS(=O)(=O)c2cc(C(=O)NCc3ccccn3)ccc2Cl)c1,-2.6,0,0.0,-0.7,-3,-6,-1.3,1,0,-0.6,-2.0
O=C(CCl)NC(=O)NC12CC3CC(CC(C3)C1)C2,0.9,3,-3.5,0.1,1,1,-1.3,1,1,1.7,-1.9
Cc1cc(C)nc(SC2CCCCC2NS(=O)(=O)c2ccc(Cl)cc2)n1 (centres undefined),-3.9,-2,-3.3,-1.4,-2,1,-0.8,0,-2,-0.8,0.1
